BH1578 lux ind – inducers of Vibrio cholerae quorum light production without autoinducers. V. cholerae BH1578 lux reporter, luminescence, 6 h. activation, % at 18.7 µM. 350,000 tested, 0.16% active. AID 588436; in the data active means activation mostly above about 9.7%, no sharp cut-off; inconclusive means no clear call, values can overlap the other calls; inactive means mostly below about 3.7%; further: not every result past the cut was called active; inactives centre near 0; reference of the scale not given here
PrPC TRFRET – inhibitors of human cell surface prion protein PrPC | P04156 | AID 720596 | TR-FRET read-out | 370,000 tested, 0.43% active | inhibition, % at 13.8 µM; in the data active means inhibition above about 24%; further: 0% = median of the test wells and 100% = reference compound wells
BoNT-A LC inh2 – BoNT A light chain protease inhibition | multiplex microsphere protease substrate cleavage, flow cytometry | inhibition, % at 10 µM | 360,000 tested, 0.17% active | AID 588499; further: plate controls were buffer without enzyme for full effect and enzyme alone for no effect
Yp Topo-I inh – inhibitors of Yersinia pestis topoisomerase I | AID 504884 | activity, % at 10 µM | Y. pestis Topo-I cleavage product accumulation, plate reader | 360,000 tested, 0.064% active; in the data active means activity above about 50%, passing the limit was not always enough; inconclusive means no clear call, values can overlap the other calls; further: inactives centre near 2
SSB-PriA inh – inhibitors of Klebsiella pneumoniae PriA binding to SSB C-terminal tail; AlphaScreen SSBct-PriA binding, biotinylated peptide; inhibition, % at 33 µM; 430,000 tested, 0.6% active; in the data active means inhibition mostly above about 37%, no sharp cut-off; inactive means mostly below about 20%;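 further: plate controls were negative control peptide for no effect and reference peptide for full effect; strong numbers were not always called active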
TcdB GH inh – TcdB glycohydrolase inhibition; TcdB glycohydrolase enzymatic assay, plate reader; 350,000 tested, 0.24% active; P18177; AID 652162; inhibition, % at 9.99 µM; in the data active means inhibition above about 10%
3CLpro inhibitor – SARS-CoV 3CLpro protease inhibition; P0C6X7; recombinant SARS-CoV 3CLpro, quenched FRET peptide cleavage; inhibition, % at 6 µM; 290,000 tested, 0.14% active; AID 1706; in the data active means inhibition above about 12%
PfHsp40 rescue – rescue of PfHsp40-mediated yeast toxicity | S. cerevisiae expressing PfHsp40, growth rescue, ATP luminescence | growth rescue, % at 12.5 µM | 340,000 tested, 0.68% active | AID 504582; in the data active means growth rescue above about 28%, passing the limit was not always enough; inconclusive means no clear call, values can overlap the other calls;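 further: yeast W303a lacking pdr1 and pdr3 grown in galactose medium; growth measured after three days at 30 °C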
Anthrax LF inh2 – inhibitors of Bacillus anthracis lethal factor protease; AID 588501; multiplex microsphere protease cleavage assay, LF; 360,000 tested, 0.12% active; inhibition, % at 10 µM; P15917; further: plate controls were buffer without enzyme for full effect and enzyme alone for no effect
Active calls of the source: *; i = inactive; ? = inconclusive; nt = not tested or not shown; & = joins results of further samples. Unless noted, no stated cut-off is given here; in the data, active means inhibition above about 30%; inconclusive means no clear call, values can overlap the other calls; inactive means below that. A portion of the library. The share of hits here may be higher or lower than overall.

compound	BH1578 lux ind	PrPC TRFRET	BoNT-A LC inh2	Yp Topo-I inh	SSB-PriA inh	TcdB GH inh	3CLpro inhibitor	PfHsp40 rescue	Anthrax LF inh2
O=C1NC(=O)C2(CCCc3ccc(N(CCCl)CCCl)cc32)N1 (stereo unspecified)	0.8	-1	0.3	6	1	0.4	nt	0.6	1
O=C(NCCCN1CCN(c2ccccc2F)CC1)Nc1ccc(F)cc1	-0.5	-3	-0.2	3	-4	nt	2	-0.2	0
O=C(Cn1c2ccc(F)cc2c2nc3n(c(=O)c21)CCS3)NC1CCCC1	-0.3	0	-1.0	-6	-7	1.5	-4	0.1	-6
CCN(CC)CCNC(=O)Cc1c(C(=O)O)n(C)c2ccccc12	-10	-2	0.2	2	-15	nt	-2	-0.8	-4
Cc1ccccc1Cn1cc(NC(=O)CSc2nc3c(c(C(F)(F)F)n2)CCc2ccccc2-3)cn1	-0.3	-6	0.0	29	-1	nt	5	-0.5	-1
CN(C)c1ccc(C(CNC(=O)c2ccco2)N2CCCC2)cc1 (stereo unspecified)	-0.2	-5	-3.8	7	4	0.1	5	0.8	-3
Cc1ccnc(S(=O)(=O)Cc2ccc([N+](=O)[O-])cc2)n1	0.6	7	3.1	5	-5	-0.6	4	0.5	-15
COC(=O)C(C)N(C#N)c1nc(C)nc(C)n1 (stereo unspecified)	-0.4	9	-0.2	5	-3	1.5	-3	1.1	-5
COCC(C)n1c(SCc2cc(=O)n3cc(C)ccc3n2)nc2ccccc2c1=O (stereo unspecified)	3.9	-6	0.5	26	-9	-0.3	4	-0.4	0
COc1ccc(NC(=O)CSc2ccc3c(c2)OCCO3)cc1	i	5	0.7	9	-8	2.7	nt	1.8	0
S=C(NCCN1CCOCC1)Nc1ccc(Br)cc1	-0.2	3	-0.8	3	-36	nt	1	-0.5	-3
Cc1cccc(NC(=S)NC2CCCCCC2)c1C	i	10	-0.2	7	-3	nt	6	2.8	0
COc1ccc(C(C)=O)cc1CSc1nc2ccccc2o1	0.6	-5	-0.4	28	-16	nt	2	7.0	2
CSc1ccccc1NC(=O)Nc1cccc(Cl)c1	-0.2	17	0.5	-4	-5	-1.4	3	1.3	-2
COc1ccc(N2CC(C(=O)OCC(=O)Nc3cc(C)on3)CC2=O)cc1 (stereo unspecified)	i	1	0.7	-5	0	0.1	2	-0.3	1
COC(=O)c1ccc(Cn2cnc3c(N)ncnc32)cc1	-7.1	5	-0.2	-1	4	2.2	nt	-1.5	-1
Cc1ccc(C(=O)NCCn2cc(SCC(=O)N3CCOCC3)c3ccccc32)cc1	-0.4	2	-0.5	25	-4	1.1	-3	0.1	-2
CC1(C(=O)O)CCN1C(=O)/C=C/c1ccccc1 (stereo unspecified)	-0.7	-5	-0.5	2	nt	0.4	nt	nt	7
O=S(=O)(Nc1ccc(Cl)cc1)c1ccc2c(c1)CCO2	-0.5	12	nt	0	-2	-2.2	1	1.1	nt
O=C(COc1ccc([N+](=O)[O-])cc1Cl)N1CCOCC1	-0.5	-11	5.4	-12	0	-1.8	0	1.1	-4
Cc1cc(C)nc(/N=C(\N)N2CCc3ccccc32)n1	i	4	-0.8	-6	nt	2.5	4	0.9	2
C[C@H](NC(=O)c1ccccc1Cl)C(=O)OCCOc1ccc(Cl)cc1	-0.4	3	-0.3	14	-22	1.4	10	1.7	-3
Cc1ccc(Nc2nc(Oc3ccc(OCc4ccccc4)nn3)nc(N3CCOCC3)n2)cc1	-0.4	-17	-0.1	11	-4	nt	2	-1.5	0
CC(C)(C)NC(=O)NC(=O)COC(=O)CNS(=O)(=O)/C=C/c1ccccc1	-0.9	-1	-0.9	2	-2	1.1	0	-0.1	-6
COc1ccc(N(CC(=O)NC2CC2)S(=O)(=O)c2ccccc2)cc1	-0.3	-1	0.6	-6	-8	0.1	3	-0.2	-1
O=C(Nc1ccc(-n2cccc2)cc1)C1CC1	i	12	-0.4	-1	1	0.7	-4	-0.7	-4
CC(=O)Nc1ccc(C(=O)OCC(=O)N2CCCC2=O)cc1	-0.6	3	-0.6	-6	-12	0.7	nt	0.9	1
Cn1c(NCCN2CCCC2)nc2cc(-c3ccccc3)sc2c1=O	-0.1	-11	-1.2	-13	nt	1.0	nt	nt	-1
O=C1Oc2ccccc2C2(O)C3CCCCCC3C12 (stereo unspecified)	i	3	0.5	-5	-12	nt	0	-0.4	0
Cc1ccccc1NCc1ccc([N+](=O)[O-])s1	i	13	-4.0	0	25	0.9	1	-0.5	-2

Overlap with the part before: two entries, then new ones.
compound	BH1578 lux ind	PrPC TRFRET	BoNT-A LC inh2	Yp Topo-I inh	SSB-PriA inh	TcdB GH inh	3CLpro inhibitor	PfHsp40 rescue	Anthrax LF inh2
O=C1Oc2ccccc2C2(O)C3CCCCCC3C12 (stereo unspecified)	i	3	0.5	-5	-12	nt	0	-0.4	0
Cc1ccccc1NCc1ccc([N+](=O)[O-])s1	i	13	-4.0	0	25	0.9	1	-0.5	-2
O=C(CSc1cccc[n+]1[O-])Nc1cc(Cl)ccc1[N+](=O)[O-]	nt	-17	-0.1	2	7	1.5	nt	-1.1	-5
COc1c2c(cc3c1C(CC(O)Cc1ccccc1)N(C)CC3)OCO2 (stereo unspecified)	-0.3	-4	1.2	2	22	-2.1	-3	-1.5	-12
NS(=O)(=O)c1ccc(CCNC(=O)c2ccc(Cl)s2)cc1	0.7	-6	2.4	-2	-18	0.6	-1	-2.6	-4
COc1cc(NC(=O)C2CC(=O)NC3=C2C(=O)CCC3)c(OC)cc1Cl (stereo unspecified)	-0.2	-8	-3.1	-3	-16	1.5	2	-0.9	0
CCc1nc2ccc(C(=O)NCCCN3CCCC3=O)cn2c1N(C)C(=O)COc1ccccc1	i	-4	0.6	-4	nt	-0.7	nt	nt	-1
C=C1C(=O)OC2CC1C(OC(C)=O)CC(C)=CCCC(C)=CCCC2(C)O (stereo unspecified)	-0.3	29*	-0.8	26	nt	0.9	nt	nt	-5
O=[N+]([O-])c1ccc(N2CCN(C(=S)Nc3ccc(F)cc3F)CC2)cc1	-0.9	0	-0.7	4	14	0.2	0	-0.1	4
Clc1cnc(Oc2ccc(Oc3ncc(Cl)cc3Cl)cc2)c(Cl)c1	-1.0	2	-1.2	6	-3	1.3	-3	1.3	-4
c1ccc2c(c1)Cn1nnnc1-2	-0.4	nt	-1.0	0	-7	1.0	-3	1.5	-1
CCN1CCN(Cc2ccc(NC(=O)c3cc(NC(=O)C(=O)c4c[nH]c5ccccc45)cc(OC)c3)cc2C(F)(F)F)CC1	-0.4&-0.8	-24	-1.1&-0.8	-20&-23	14	0.4	nt	-0.6	-12&-10
CCCCC(O)(c1ccc(CC)cc1)C(CN1CCOCC1)c1ccccc1 (stereo unspecified)	i	-4	-3.3	3	3	-1.4	1	0.1	0
O=C(CSc1nnc(COc2ccccc2Cl)o1)NC(=O)NCc1ccco1	-0.2	0	-1.9	-7	-1	1.0	3	-0.5	-6
COc1ccc(/C=N/NC(=O)c2ccc(NC(=O)c3cccc([N+](=O)[O-])c3)cc2)c(C(=O)O)c1OC	i	-23	-1.0	1	nt	-1.2	6	-0.5	5
CCCNC(=O)N1CCCC(C(=O)c2cccc(Cl)c2)C1 (stereo unspecified)	-0.2	0	0.3	6	0	0.9	1	-0.7	-3
O/N=C/c1cc(Br)ccc1OCc1cccc(F)c1	i	9	-0.6	4	nt	nt	7	279*	0
CN1CCC(N(C)C(=O)/C(C#N)=C\c2ccc(OC(F)F)cc2)CC1	nt	-2	0.2	6	-4	0.3	nt	-0.7	1
Cc1ccc(NC(=S)N(CCCN2CCC(C)CC2)Cc2ccco2)cc1	i	-14	1.1	5	5	1.2	3	0.3	1
CCOC(=O)c1ccc(N2C(=O)CC(Sc3ncccn3)C2=O)cc1 (stereo unspecified)	i	4	1.1	2	-12	1.5	-3	-0.2	-4
Cc1ccccc1NCc1nc2ccccc2n1C	i	-6	nt	2	1	0.6	-1	-1.2	nt
Cc1cccc(C)c1NC(=O)CNC(=O)C(C)N1CCN(c2cccc(Cl)c2)CC1 (stereo unspecified)	3.1	4	0.4	13	4	1.0	nt	-0.8	2
COc1ccc(C2C(C#N)=C(N)N(c3ncn[nH]3)C3=C2C(=O)CCC3)cc1 (stereo unspecified)	i	0	-0.1	7	-20	1.1	0	-1.2	-17
O=S(=O)(c1ccccc1)N1CCN(Cc2ccccc2)CC1	1.0	-3	0.1	8	-10	0.1	0	0.3	5
C[C@@H]1NC(=O)[C@@]2(C)[C@@H](c3ccccc3)[C@H]3COc4ccc(Cl)cc4[C@@H]3N2C1=O	-3.6	2	-0.1	-5	-5	0.7	nt	-1.0	-3
CC(=O)Nc1ccc(S(=O)(=O)N2CCOCC2)cc1	i	-3	2.2	-3	-4	nt	5	-0.5	-2
CCOc1cc(C(C#N)N2CCOCC2)ccc1OC (stereo unspecified)	1.6	2	-0.2	-9	-4	nt	2	-0.1	0
CNC(=S)N/N=C(\C)c1ccc(Cl)s1	i	-3	-1.6	3	nt	1.2	3	2.2	-1
Cc1c(CN2CCCC(C(=O)Nc3cccc(-n4cccn4)c3)C2)cnn1C (stereo unspecified)	i	-8	-0.7	1	1	0.8	-8	0.5	-2
CCN1CCN(Cc2c(O)ccc3c2O/C(=C\c2ccccc2)C3=O)CC1	i	-18	0.3	-7	-7	0.4	0	0.6	3
c1cc2nnnn2nc1N1CCCCC1	i	-2	-0.1	0	-13	0.5	-6	-1.3	-4
COc1ccc(C(=O)/C=C/c2ccc(O)cc2)c(O)c1CC=C(C)C	i	8	-0.4	-39	3	-1.1	0	?	-6
Cc1ccc(N(CC(O)CN2CCCC2)S(=O)(=O)c2ccccc2)cc1 (stereo unspecified)	7.1	-12	1.2	24	-2	0.5	0	0.8	0
N/C(=N\OC(=O)COc1ccc([N+](=O)[O-])cc1)c1cccnc1	-0.2	-2	-0.3	8	nt	0.7	2	-0.3	0
COc1ccc(CCn2c(O)c(C=NCc3cccnc3)c(=O)[nH]c2=O)cc1OC	-0.2	-1	-0.2	5	1	nt	-1	-0.5	1
O=C(NC(=S)NCCCN1CCOCC1)c1ccc(Br)cc1	i	2	0.4	-8	1	-0.1	-3	0.5	2

Assay outcomes as filed in PubChem BioAssay.
